# RNase H inhibition = RNase H inhibition, HIV 1 Gag Pol polyprotein, FRET biochemical assay, screening (AID 372). hit rate 0.77% among 100,000. HIV-1 RT RNase H, FRET RNA/DNA substrate fluorescence; higher % means a stronger effect. one-dose inhibition, % at 10 µM; IC50 in µM for titrated hits; in the data active = inhibition above about 50%
# The depositor's hits bear a star; & = joins results of further samples. An excerpt (hit frequency here may not be typical).
item	Compound	RNase H inhibition
1	COc1ccc(NC(=O)c2ccc(-c3ccccc3)cc2)cc1	8.0%
2	COc1cc2ccccc2cc1C(=O)NC(=S)Nc1ccc(NC(=O)c2cccs2)cc1	10.0%
3	Cc1[nH]n(-c2ccccc2)c(=O)c1C(=O)c1ccccc1F	4.0%
4	CCOC(=O)C1=C(C)NC(=O)NC1c1ccc(OC)c([N+](=O)[O-])c1 (centres undefined)	0.0%
5	COc1cc(NS(=O)(=O)c2ccc(N=Cc3c(C)[nH]n(-c4ccc(Cl)cc4)c3=O)cc2)nc(OC)n1	9.0%
6	O=C(/C=C/c1ccc2c(c1)OCO2)Nc1ccc(F)c([N+](=O)[O-])c1	31.0%
7	O=[N+]([O-])c1ccc(-c2ccc(N=Cc3ccco3)cc2)cc1	19.0%
8	C/C(=N\OC/C(O)=C(\C#N)c1nc2ccccc2[nH]1)c1ccc(Br)cc1	45.0%
9	O=C(COc1ccccc1)Nc1cccc(NC(=O)c2ccc(Cl)cc2Cl)c1	5.0%
10	Cc1ccc(-c2nc3ncccc3o2)cc1NC(=S)NC(=O)c1cccc(Br)c1	46.0%
11	c1ccc(CSc2nnc3c4ccccc4n(Cc4ccccc4)c3n2)cc1	15.0%
12	NC(=O)c1ccc(NC(=O)c2ccc([N+](=O)[O-])cc2)cc1	2.0%
13	COc1ccc(CCN2C(=O)CSC2c2ccc(F)cc2)cc1OC (centres undefined)	13.0%
14	CCOC(=S)N/C(=N/S(C)(=O)=O)c1ccccc1	21.0%
15	CCOc1ccc(-c2csc(/C(C#N)=C/c3ccc(Cl)cc3)n2)cc1	2.0%
16	CCOC(=O)C1NN=C(C(=O)c2ccccc2)C1c1ccc(OC)cc1 (centres undefined)	9.0%
17	CC(C)CC(=O)Nc1ccc(I)cc1C(=O)O	0.0%
18	CCC(=O)N1c2ccccc2-c2nnc(SC)nc2OC1c1ccccc1Br (centres undefined)	5.0%
19	O=C1N=c2ccc(Br)cc2=C1c1sc(=S)n(NC(=O)c2ccccc2[N+](=O)[O-])c1O	28.0%
20	CC(C)(C)c1ccc(C(=O)NNC(=O)c2cc([N+](=O)[O-])cc([N+](=O)[O-])c2)cc1	15.0%
21	C/C(=N/NC(=O)c1ccoc1C)c1cccc(NC(=O)c2ccc(Cl)cc2Cl)c1	8.0%
22	COc1ccccc1NC(=O)CC1Sc2ccc(C(F)(F)F)cc2NC1=O (centres undefined)	13.0%
23	CC(C)=C1C2C=CC1C1C(=O)N(c3ccc(C)c(C)c3)C(=O)C21 (centres undefined)	0.0%
24	COc1nc(NS(=O)(=O)c2ccc(NC(C)=O)cc2)nc(C)c1Cl	0.0%
25	CC1=C(C(=O)OCc2ccccc2)C(c2ccccc2Br)C2=C(CC(c3ccccc3)CC2=O)N1 (centres undefined)	32.0%
26	Cc1ccc(/C(O)=C2\C(=O)C(=O)N(c3nncs3)C2c2cccc(Br)c2)cc1 (centres undefined)	0.0%
27	COc1ccc(C(=O)Nc2cc(Cl)ccc2C)cc1	10.0%
28	CC(C)(C)c1ccc(C(=O)Nc2cc(C(N)=O)cc(C(N)=O)c2)cc1	4.0%
29	CCOc1ccccc1N1CCN(C(=O)c2cc(OC)c(OC)c(OC)c2)CC1	1.0%
30	Cc1ccc(C2C3C(=O)N(c4cccc(Br)c4)C(=O)C3N3CCCN23)cc1 (centres undefined)	0.0%
31	Cc1ccc2oc(-c3ccc(C)c(NC(=O)c4ccc(Br)o4)c3)nc2c1	2.0%
32	Cc1sc(NC(=O)c2ccc(Br)o2)c(C#N)c1C	4.0%
33	NS(=O)(=O)c1ccc(NC(=O)/C(=C\c2ccc(Br)cc2)NC(=O)c2ccccc2Cl)cc1	9.0%
34	CSc1nc2c(c(=O)n1C1CCCC1)C1(CCCC1)Cc1ccccc1-2	3.0%
35	CN(C)c1nc(N/N=C/c2ccc(-c3ccc([N+](=O)[O-])cc3)o2)nc(Nc2ccc(F)cc2)n1	4.0%
36	O=C1NC(=O)N(c2ccc(Br)cc2)C(=O)/C1=C/c1ccc(-c2cccc([N+](=O)[O-])c2)o1	23.0%
37	CCc1ccc(-c2csc(NC(=O)c3ccc(S(=O)(=O)N4CCCCC4)cc3)n2)cc1	13.0%
38	COc1ccc(-c2nc(=S)[nH][nH]2)cc1	0.0%&0.0%
39	O=C1CC(c2ccccc2C(F)(F)F)c2ccc3ccccc3c2N1 (centres undefined)	2.0%
40	CC(C)c1ccc(C=Nc2ccc(Nc3ccccc3)cc2)cc1	17.0%
41	CC12CC3(C)CC(C)(C1)CC(C(=O)NC(C)(C)CO)(C2)C3	9.0%
42	Oc1ccc(Br)cc1CN1CCN(Cc2cccnc2)CC1	9.0%
43	O=C1c2ccc(Oc3ccc([N+](=O)[O-])cc3)cc2C(=O)N1CC1CCCO1 (centres undefined)	0.0%
44	COc1ccc(C2CC(=O)C3=C(C2)NC(C)=C(C(=O)OCC(C)C)C3c2cc3c(cc2Cl)OCO3)cc1 (centres undefined)	10.0%
45	COc1ccc(C(=O)NC(=S)Nc2ccc(N(C)C)cc2)cc1OC	20.0%
46	COC(=O)c1c(Cl)c(Cl)c(Cl)c(Cl)c1C(=O)c1ccc2ccc3cccc4ccc1c2c34	19.0%
47	CCOc1ccccc1Nc1nc(-c2sc(C)nc2C)cs1	11.0%
48	Cc1cc(OCC(=O)N2CCN(c3ccc([N+](=O)[O-])cc3)CC2)ccc1Cl	11.0%
49	N/C(=N\OC(=O)c1cccc(Br)c1)c1ccccn1	7.0%
50	COc1cc(/C=N/NC(=O)c2cccc([N+](=O)[O-])c2)cc(I)c1O	7.0%

# More structures follow.
item	Compound	RNase H inhibition
51	CC(C)(C)NC(=O)c1nn2c(C(F)(F)F)cc(-c3ccccc3)nc2c1Br	6.0%
52	CC(C)COc1ccc(C(=O)Nc2cccnc2)cc1	0.0%
53	O=S(=O)(NCc1ccc2c(c1)OCO2)c1ccc(Cl)cc1	8.0%
54	COc1ccc(-c2cc(C(=O)Nc3c(Cl)cccc3Cl)c3ccccc3n2)cc1	8.0%
55	COC(=O)c1ccc(NC(=O)c2ccc(I)cc2)cc1	7.0%
56	NC(=O)c1c(NC(=O)CCC(=O)O)sc2c1CCCC2	6.0%
57	COc1ccc2c(c1OC)C(=O)OC2c1cc([N+](=O)[O-])ccc1O (centres undefined)	12.0%
58	CN1C(=O)C(=Cc2ccc(-c3ccc(F)cc3)o2)C(=O)N(C)C1=S	9.0%
59	CCC(C)OC(=O)C1=C(C)NC2=C(C(=O)CC(c3ccccc3)C2)C1c1cccc(OC)c1OC (centres undefined)	2.0%
60	COc1ccc(C2=NN(c3nc(-c4ccccc4)c4cc(C)ccc4n3)C(c3ccc(Br)cc3)C2)cc1 (centres undefined)	28.0%
61	COc1ccc(C=Nc2ccc(Br)c(Cl)c2)c2ccccc12	36.0%
62	Cc1ccc(NC(=O)CSC(N)=O)cc1Cl	1.0%
63	O=c1cc(-c2ccccc2)nc(N2CCOCC2)[nH]1	4.0%
64	CC1=CC(C)(C)N(C(=O)c2ccc(Br)cc2)c2ccc(C(c3ccccc3)(c3ccccc3)c3ccccc3)cc21	4.0%
65	CCN(CC)S(=O)(=O)c1cc(C(=O)O)ccc1OC	0.0%
66	O=C(NN1C(=O)C2C3C=CC(C4CC34)C2C1=O)c1ccc(Cl)cc1Cl (centres undefined)	1.0%
67	CCOC(=O)/C(C#N)=C/c1cn(-c2ccccc2)nc1-c1ccc(C)o1	0.0%
68	N#Cc1cc2c(nc1SCc1ccc(Cl)cc1)CCCC2	10.0%
69	C(=N/n1cnnc1)/c1ccc(N2CCCCC2)cc1	24.0%
70	CCN(CC)CCn1c(-c2ccccc2)cn2c3ccccc3nc12	7.0%
71	OCCCN=Cc1ccc(Cl)cc1Cl	22.0%
72	Cc1c(NC(=O)c2ccc(Br)cc2)cccc1-c1nc2cc(Cl)ccc2o1	14.0%
73	COc1cc(/C=C2/C(=O)NC(=O)N(c3ccccc3F)C2=O)cc(Br)c1OC	0.0%
74	CC(C)(C)c1cc([N+](=O)[O-])c(O)c(C(C)(C)C)c1	7.0%
75	C=CCNC(=S)Nc1cccc(Cl)c1	0.0%
76	Cc1ccc(Cl)cc1NC(=O)COc1ccc([N+](=O)[O-])cc1	16.0%
77	O=C(NC(=S)Nc1cccnc1)c1ccc(Cl)cc1	7.0%
78	CCSc1sc(CC)cc1CN1C(=O)c2ccccc2C1=O	22.0%
79	CCOC(=O)c1c(NC(=O)CCC2CCCCC2)sc(C(N)=O)c1C	10.0%
80	O=C1c2ccc(N3C(=O)c4ccc([N+](=O)[O-])cc4C3=O)cc2C(=O)N1c1ccccc1	13.0%
81	CC1=C(C)/C(=N\S(=O)(=O)c2ccc(C)cc2)C=C(N(C)C)C1=O	42.0%
82	O=[N+]([O-])c1cccc(N/N=C/c2ccc(O)cc2O)c1	20.0%
83	CC(=O)C[N+]1=C(C)c2ccc(C)n2CC1	3.0%
84	Cc1c(O)nc(Nc2nc(C)c3ccccc3n2)[nH]c1=O	7.0%
85	O=C(c1cc2nc(-c3ccc([N+](=O)[O-])cc3)cc(C(F)(F)F)n2n1)N1CCCCC1	8.0%
86	Cc1nnc(SCC(=O)N2c3ccccc3C(C)(c3ccc(Br)cc3)CC2(C)C)s1 (centres undefined)	23.0%
87	Cc1[nH]c(=O)c(C(=O)/C=C/c2ccc(C(C)C)cc2)c2c1CCCC2	23.0%
88	CCOc1nc(Nc2ccc(C(C)C)cc2)nc(OCC)n1	6.0%
89	COC(=O)c1cc(C(=O)OC)cc(N2C(=O)c3ccc(-c4nc5ccccc5c(=O)o4)cc3C2=O)c1	6.0%
90	Cc1ccc(C(=O)/C=C/NNC(=O)c2cccc([N+](=O)[O-])c2)cc1	16.0%
91	CCC(=O)Nc1ccc(-c2nc3c(ccc4ccccc43)o2)cc1	11.0%
92	NC(=O)CCCN1C(=O)/C(=C/c2ccccc2)SC1=S	16.0%
93	Cc1ccc(CC2C(=O)N(c3ccc(I)cc3)C(=O)C2C)cc1 (centres undefined)	6.0%
94	C#CCOc1ccc(/C=C2\C(=O)NC(=O)N(c3ccc(C)cc3)C2=O)cc1Br	20.0%
95	COc1ccccc1CC(=O)Nc1ccc(Br)cc1	38.0%
96	O=C1/C(=C/c2cccc(OCCOc3ccccc3Cl)c2)SC(=S)N1c1ccccc1	11.0%
97	O=C(Nc1ccc2c3c(cccc13)CC2)c1ccccc1I	15.0%
98	COCCOC(=O)c1c(C)oc2ccc(OCc3cccc(F)c3)cc12	19.0%
99	COC(=O)c1ccc(C2C3=C(CC(C)(C)CC3=O)NC3=C2C(=O)CC(C)(C)C3)cc1	5.0%
100	CC(=O)N1c2ccc(C)cc2C2(c3ccccc3)N(C(C)=O)c3ccc(C)cc3C12c1ccccc1 (centres undefined)	13.0%

# Among those listed so far, 6 have an aryl thioether with sulfur outside any ring.
item	Compound	RNase H inhibition
11	c1ccc(CSc2nnc3c4ccccc4n(Cc4ccccc4)c3n2)cc1	15.0%
18	CCC(=O)N1c2ccccc2-c2nnc(SC)nc2OC1c1ccccc1Br (centres undefined)	5.0%
34	CSc1nc2c(c(=O)n1C1CCCC1)C1(CCCC1)Cc1ccccc1-2	3.0%
68	N#Cc1cc2c(nc1SCc1ccc(Cl)cc1)CCCC2	10.0%
78	CCSc1sc(CC)cc1CN1C(=O)c2ccccc2C1=O	22.0%
86	Cc1nnc(SCC(=O)N2c3ccccc3C(C)(c3ccc(Br)cc3)CC2(C)C)s1 (centres undefined)	23.0%

# Additional records:
item	Compound	RNase H inhibition
101	CC(C)(C)c1ccc(CNc2cc(N3CCOCC3)ccc2[N+](=O)[O-])cc1	0.0%
102	Cc1ccccc1C(=O)Nc1ccccc1C(N)=O	1.0%
103	NS(=O)(=O)c1ccc(-c2ccc(/C=C3/C(=O)NN(c4ccc(Br)cc4)C3=O)o2)cc1	14.0%
104	O=C(O)c1cccc(NC(=O)c2cc(S(=O)(=O)N(CCO)CCO)ccc2Cl)c1	0.0%
105	COc1ccc(/C=C/C(=O)Nc2nc(-c3ccccc3)cs2)cc1OC	0.0%
106	c1ccc(Cn2c(-c3ccccc3)cc3c2C(c2ccccc2)Oc2ccccc2-3)cc1 (centres undefined)	18.0%
107	COc1cc(CN2CCN(C3CCCCCC3)CC2)cc(OC)c1O	5.0%
108	CCOc1cc(/C=C2\SC(=S)NC2=O)cc(Cl)c1OS(=O)(=O)c1ccccc1	17.0%
109	O=C(O)/C=C\C(=O)Nc1cccc(-c2cn3ccccc3n2)c1	10.0%
110	O=C1C2C3C=CC(C3)C2C(=O)N1c1ccc(O)cc1 (centres undefined)	11.0%

# Four of the compounds above, with each value named.
81. CC1=C(C)/C(=N\S(=O)(=O)c2ccc(C)cc2)C=C(N(C)C)C1=O
  RNase H inhibition: 42.0%

82. O=[N+]([O-])c1cccc(N/N=C/c2ccc(O)cc2O)c1
  RNase H inhibition: 20.0%

83. CC(=O)C[N+]1=C(C)c2ccc(C)n2CC1
  RNase H inhibition: 3.0%

84. Cc1c(O)nc(Nc2nc(C)c3ccccc3n2)[nH]c1=O
  RNase H inhibition: 7.0%

# Next part:
item	Compound	RNase H inhibition
111	CC1CCN(Cc2cccc(Oc3ccccc3)c2)CC1	7.0%
112	COc1cc2nc(-c3ccc(Oc4cccc(-c5nc6cc(OC)c(OC)cc6c(=O)o5)c4)cc3)oc(=O)c2cc1OC	18.0%
113	Cc1ccc(-c2ccc(OCC(=O)Nc3ccc(F)cc3)cc2)cc1	41.0%
114	CC1(C)CC(N2CCC(=O)NC2=S)CC(C)(C)N1	9.0%
115	C=CCOc1ccc(/C=N/NC(=O)C(C)N(c2ccc(OC)cc2)S(C)(=O)=O)cc1OC (centres undefined)	9.0%
116	COn1c(-c2ccccc2)c(C=O)c2ccccc21	0.0%
117	CCc1ccccc1NC(=O)c1ccccc1C(F)(F)F	20.0%
118	CN1CCN(CN2C(=O)C(=O)c3ccccc32)CC1	9.0%
119	CCN1C(=O)/C(=C\c2cc(OC)ccc2O)SC1=S	24.0%
120	COc1ccc(OC)c(C2/C(=C(\O)c3ccc(F)cc3)C(=O)C(=O)N2CCCCCC(=O)O)c1 (centres undefined)	10.0%
121	O=C(Nc1ccc(I)cc1)C1CC(=O)N(c2ccc(F)cc2)C1 (centres undefined)	15.0%
122	O=C(O)/C(=C\C=Nc1ccc(Br)cc1)Nc1ccc(Br)cc1	5.0%

# Compound activity as filed in PubChem.
